AID2073: disruptors of CaV2.2 binding to Mint1 – biochemical, HTRF (AID 2073); inhibition, % at 20 µM; hits with a dose series show IC50 in µM; 290,000 compounds, 0.19% hits; HTRF protein-protein interaction, Mint1-CaV2.2; higher % means a stronger effect; in the data active = inhibition mostly above about 51%, no sharp cut-off; inconclusive = no clear call, values can overlap the other calls; inactive = mostly below about 53%; also: some results filed as inactive read as strong as hits
Siah-1 displacement: Siah-1 peptide-binding antagonists, primary screen, biochemical, fluorescence polarization, rhodamine-plectin, uHTS (AID 1817). Siah-1 / rhodamine-plectin peptide fluorescence polarization; higher % means a stronger effect. displacement, % at 20 µM, or IC50 in µM where a hit was titrated. 290,000 compounds, 0.02% hits;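 active = displacement of at least 50% at 20 µM, with a fluorescence ratio check between 0.3 and a set limit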;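 also: plate controls were Siah plus tracer with DMSO for no effect and tracer alone without Siah for full effect; strong numbers were not always called active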
LYP inhibition: inhibitors of LYP phosphatase, biochemical, fluorescence intensity, uHTS (AID 1779); recombinant LYP phosphatase, fluorescence intensity; higher % means a stronger effect; inhibition, % at 11.5 µM, or IC50 in µM where a hit was titrated; 290,000 compounds, 0.054% hits; in the data active = inhibition above about 50%;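 also: plate controls were vehicle with enzyme for no effect and no enzyme for full effect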
* = called active by the depositor; ? = inconclusive. Some of the compounds tested; count on the stated rates, not on these rows.

The opening 5 records (preview)
SMILES	AID2073	Siah-1 displacement	LYP inhibition
CC(=O)Nc1c2c(nn1-c1cccc(C)c1)CSC2	1%	3%	-14%
CCCn1c2ccccc2c2cnn(CC(=O)NCCCN3CCN(c4ccccc4)CC3)c(=O)c21	2%	-6%	-9%
FC(F)(F)c1ccc(/C=N/n2c(C3CCCCC3)n[nH]c2=S)cc1	-30%	4%	4%
CN(C)c1ccc(CN(CC2CCCO2)C(=O)c2cccs2)cc1 (configuration not stated)	2%	2%	-13%
CC(=O)N1CCc2c(sc(NC(=O)Cc3ccccc3)c2C#N)C1	-8%	3%	-2%

The listing, from the first entry:
SMILES	AID2073	Siah-1 displacement	LYP inhibition
CC(=O)Nc1c2c(nn1-c1cccc(C)c1)CSC2	1%	3%	-14%
CCCn1c2ccccc2c2cnn(CC(=O)NCCCN3CCN(c4ccccc4)CC3)c(=O)c21	2%	-6%	-9%
FC(F)(F)c1ccc(/C=N/n2c(C3CCCCC3)n[nH]c2=S)cc1	-30%	4%	4%
CN(C)c1ccc(CN(CC2CCCO2)C(=O)c2cccs2)cc1 (configuration not stated)	2%	2%	-13%
CC(=O)N1CCc2c(sc(NC(=O)Cc3ccccc3)c2C#N)C1	-8%	3%	-2%
CCn1c(SCC(=O)Nc2ccc3c(c2)OCCO3)nnc1-c1ccncc1	4%	14%	-11%
Cc1occc(=O)c1OCc1ccc(F)cc1	5%	-2%	-9%
O=C(Nc1cccc(C(=O)NC2CCCCC2)c1)c1ccccc1	6%	0%	0%
CC(=O)Nc1c2c(nn1-c1ccc(C)cc1)CSC2	9%	0%	-2%
Cc1cc2c(SCC(=O)NCC3CCCO3)ncnc2s1 (configuration not stated)	1%	-2%	-6%
Clc1ccc(-c2nnc(-c3ccccc3)o2)cn1	4%	1%	-6%
C=CCOc1cccc(CNCc2ccncc2)c1	10%	-2%	-8%
CCN1CCN(c2cc(C)c3cc(NC(=S)NCCN(C)C)ccc3n2)CC1	4%	-3%	-8%
N#C/C(=C\c1ccc(O)c(Br)c1)C(=O)N1CCCCC1	?	5%	-5%
CCN(CC)CCNc1nc(SC)nc2sc3c(c12)CCN(C)C3	14%	-6%	-11%
O=C(N/N=C/c1ccco1)c1cc(-c2ccncc2)nc2ccccc12	8%	-7%	-8%
Cc1sc2ncnc(N3CCN(S(=O)(=O)c4ccc(F)cc4)CC3)c2c1C	9%	3%	-1%
O=C(NC1CCCC1)c1ccc(CS(=O)(=O)Cc2ccccc2Cl)o1	1%	6%	-11%
COc1ccc(CN(C)CC(=O)Nc2cccc3ccccc23)cc1F	-3%	5%	-9%
Cc1ccc(C)c(S(=O)(=O)N2CCCOC2CNC(=O)C(=O)NCc2ccccc2)c1 (configuration not stated)	-3%	8%	-9%
C=CCNC(=S)NNc1nc(N2CCCC2)nc(N2CCCC2)n1	-24%	-4%	-14%
C=C(C)Cn1c(NCCC)nc2c1c(=O)n(C)c(=O)n2C	0%	-4%	-8%
COc1ccc(C(=O)NC(C)CCc2ccccc2)cc1[N+](=O)[O-] (configuration not stated)	2%	0%	-10%
COc1ccc(Cc2nnc(NC(=O)Nc3ccccc3OC)s2)cc1	-3%	10%	-5%
CC(C)(Cc1ccc(O)cc1)NC(=O)CC(=O)N/N=C/c1ccc(Cl)cc1	-7%	1%	-6%
CC(=O)Nc1ccc(NC(=O)C(C)OC(=O)CSc2ccc(Br)cc2C)cc1 (configuration not stated)	3%	3%	-9%
O=C(CN(c1cccc([N+](=O)[O-])c1)S(=O)(=O)c1ccccc1)N1CCCCC1	5%	4%	-4%
COc1cc2sc(C)nc2c2ccccc12	3%	12%	-3%
COc1cc(Cn2nnc3ccccc32)ccc1O	1%	-1%	-3%
Cc1cc(Cl)ccc1OCC(=O)N(Cc1cccs1)C1CCS(=O)(=O)C1 (configuration not stated)	-7%	-1%	-9%
O=C(N/N=C/c1ccccn1)c1ccc([N+](=O)[O-])cc1Cl	6%	10%	-7%
CC(C)c1cc(C(=O)N/N=C/c2ccoc2)cs1	2%	-3%	-7%
O=[N+]([O-])c1cccc(-c2nnc(-c3ccccc3F)o2)c1	6%	3%	-7%
Cc1ccc2c(c1)N(CC(=O)N1CCN(c3ccccc3)CC1)C(=O)C(C)O2 (configuration not stated)	10%	0%	-8%
O=S(=O)(Cc1cc(Cl)nc(-c2cccnc2)n1)c1ccccc1	19%	-7%	-2%
CC(=O)N1CCSc2ccc(S(=O)(=O)NCCc3cccc(C)c3)cc21	16%	1%	-7%
COc1ccc(/C=N/Nc2nc(C)cc(-c3ccccc3)n2)cc1OC	12%	-1%	0%
Cc1ccc(N(CC(=O)NC2CCCCC2)C(=O)CNC(=O)c2ccco2)c(C)c1	-7%	1%	-10%
COCCCNC(=O)c1nc2ccccc2c(=O)n1NC(=O)Nc1c(Cl)cccc1Cl	6%	-4%	-8%
COc1ccc(C(=O)COC(=O)COc2cc(C)cc(C)c2)cc1	-3%	-2%	-8%
CCc1ccc(NC(=S)N2CCCC2)cc1	-2%	4%	-3%
CCCC(C(=O)NC1CCCC1)N(CC1CCCO1)C(=O)CNS(=O)(=O)c1ccc(F)cc1 (configuration not stated)	1%	-1%	-5%
CCOC(=O)N1CCN(C(=O)C2CC(=O)N(c3ccccc3)C2)CC1 (configuration not stated)	-1%	-3%	-6%
CCC(NC(=O)Cc1cccs1)c1ccccc1 (configuration not stated)	5%	4%	-11%
O=C(Nc1cccc(Cl)c1)OCCOc1ccccc1	12%	-5%	-5%
CCC1(C)Cc2c(sc3nc(SC)[nH]c(=S)c23)CO1 (configuration not stated)	13%	0%	-4%
Cc1ccc(CNC(=O)CCCc2cn(C)c3ccccc23)cc1	24%	4%	-6%
O=C(CSc1nc2ccccc2c(=O)n1CC1CCCO1)NCCc1ccccc1 (configuration not stated)	6%	0%	-10%
O=C(CCC(=O)N1CCN(S(=O)(=O)c2ccc3ccccc3c2)CC1)NCC(F)(F)F	-1%	0%	-7%
Fc1cccc(Cl)c1/C=C/c1cnc2ccccc2n1	4%	-4%	-9%
Further results follow.
SMILES	AID2073	Siah-1 displacement	LYP inhibition
COc1ccc(/C(C)=N/Nc2nncc3ccccc23)cc1	-8%	2%	-4%
COc1ccc(Nc2nccc(-c3cccc(N)c3)n2)cc1	9%	1%	-1%
O=C(CCNC(=O)c1ccco1)Nc1ccc(C(F)(F)F)cc1	9%	-1%	-9%
COc1cccc(-c2onc3ccc(C(C)=O)cc23)c1	?	2%	-7%
CCOC(=O)C1CCN(S(=O)(=O)c2cc3c(cc2C)NC(=O)CO3)CC1	8%	1%	-11%
OCC[C@@H]1C[C@@H](O)[C@H](O)[C@@]2(OCc3ccccc32)O1	7%	14%	-11%
COC(CNC(=O)c1ccc2c(c1)ncn2-c1ccc(C)cc1C)OC	1%	2%	-4%
COc1ccc(C(C(=O)NC2CCCC2)N(C(=O)c2csnn2)C2CCCC2)cc1 (configuration not stated)	27%	-1%	-5%
CN1C(=O)C(C)(C)c2cc(S(=O)(=O)N3CCN(c4ccccc4)CC3)ccc21	12%	-4%	-7%
Cc1ccccc1NC(=O)Cn1nc(-c2ccc(Cl)s2)ccc1=O	-3%	3%	-6%
COc1ccc(CNC(=O)C2=CC(c3ccc(OC)c(OC)c3)=NS(=O)(=O)N2C)cc1	9%	-2%	-4%
O=C(NC1CCCCCC1)C(=O)NC1CC1	5%	-5%	-6%
Cc1ccc(SCc2c(C(=O)N/N=C/c3cccnc3)nnn2-c2nonc2N)cc1	0%	3%	0%
Fc1ccc(CNc2ncccn2)cc1	0%	8%	-6%
Cc1cccc(N2CCN(S(=O)(=O)c3ccc4c(c3)CC(=O)N4C)CC2)c1C	20%	4%	-4%
COc1cccc2cc(C(=O)N3CCCCCCC3)c(=O)oc12	9%	-4%	-7%
CCOc1cc(S(=O)(=O)NCCCn2ccnc2)ccc1Cl	8%	3%	-10%
N#C/C(=C\c1cccnc1)c1ccc([N+](=O)[O-])cc1	8%	-7%	-4%
Cc1ccc(-n2nc3c(N4CCC(C(=O)N5CCC(C(N)=O)CC5)CC4)nnc(C)c3c2C)cc1	1%	3%	-9%
Cc1ccccc1N1CCN(CC(=O)NCc2ccc(Cl)cc2)CC1	-4%	-4%	0%
COC(=O)C(Cc1ccccc1)NC(=O)CNC(=O)c1ccc(Br)cc1 (configuration not stated)	10%	-4%	-4%
Cc1ccc(S(=O)(=O)NC(CC(C)C)C(=O)N2CCOCCOCCOCCOCC2)cc1 (configuration not stated)	13%	9%	-10%
O=C(N/N=C/c1ccccn1)c1cc(-c2ccc(Br)s2)[nH]n1	-5%	10%	-6%
COc1ccc(CNC(=O)C(C)n2nc(C)c3c(C)n(-c4ccc(C)cc4)nc3c2=O)cc1 (configuration not stated)	5%	-5%	-6%
C[C@@H]1C=CC(=O)O[C@@H]1c1ccc(Cl)cc1	-6%	4%	-10%
CC[n+]1ccccc1/C=C1\Sc2ccc(C)cc2N1C	6%	0%	-4%
CCOC(=O)Nc1ccc2c(c1)N(CCCN(C)C)c1ccccc1CC2	0%	-6%	-13%
CCOC(=O)N1CCN(CC(=O)Nc2nnc(C(F)(F)F)s2)CC1	1%	-5%	-7%
Cc1cc(NC(=O)CSc2nnc(C)n2C)no1	11%	-3%	-2%
Cc1ccc(NC(=O)N2CCN(C(=O)c3ccco3)CC2)cc1Cl	8%	0%	-2%
Cc1ccccc1OCc1nnc(SCC(=O)O)n1-c1ccccc1	4%	6%	-8%
CCOc1ccc(NC(=O)c2sc3nc(C)nc(N4CCOCC4)c3c2C)cc1	6%	-4%	-4%
O=C(Nc1ccncc1)Nc1ccc(Cl)cc1Cl	9%	-3%	-5%
COc1ccccc1C(=O)NCCCNC(=O)c1ccccn1	4%	0%	-1%
O=C(NC1CCCCC1)C1CC(=O)N(CCc2ccc(F)cc2)C1 (configuration not stated)	-2%	3%	-9%
Cc1ccc(CNC(=O)c2cc3cc(Br)ccc3oc2=N)cc1	15%	-2%	-11%
Cc1ccc(S(=O)(=O)NCc2ccc(N3CCN(C(=O)OC(C)(C)C)CC3)cc2)cc1	-3%	-1%	0%
COc1ccc(NC2CCCN(Cc3cccc4cnccc34)C2)cc1OC (configuration not stated)	-28%	4%	1%
O=S(=O)(NCCc1c[nH]c2ccccc12)c1ccccc1	9%	-7%	-8%
O=S(=O)(NCC1CCCO1)c1ccc(NS(=O)(=O)c2ccc(F)cc2)cc1 (configuration not stated)	2%	0%	-11%
CC1CCCCC1NC(=O)CN(C)S(=O)(=O)c1ccc2c(c1)c(=O)n(C)c(=O)n2C (configuration not stated)	12%	-3%	-14%
O=[N+]([O-])c1ccc2c(c1)nc(CO)n2Cc1ccccc1	8%	-1%	-1%
CCC(C)[C@H](N)c1nnc(SCC(=O)Nc2ccc(C)cc2C)o1 (some centres not stated)	2%	1%	-9%
O=C(Nc1ccc(F)cc1F)c1ccc2nc(N3CCOCC3)sc2c1	-2%	-1%	-8%
Cc1cc(C)nc(SCC(=O)N2CCc3ccccc32)n1	8%	-2%	-14%
O=C(Nc1ccc(N2CCN(C(=O)c3ccccc3)CC2)cc1)c1cc([N+](=O)[O-])ccc1N1CCOCC1	6%	-6%	-4%
CC(=O)Nc1ccc(S(=O)(=O)Nc2ccc(Cl)cn2)cc1	4%	-1%	-10%
Cc1cc(C)c(S(=O)(=O)Nc2ccc(O)c(Sc3ncn[nH]3)c2)cc1C	21%	1%	-4%
CCN(CC)CCNC(=O)COc1ccc(OC)cc1	-5%	7%	-7%
O=C(NCCCN1CCCC1=O)c1cn(-c2ccccc2)nc1-c1ccccc1	9%	3%	-7%

Sorted by count of non-hydrogen atoms (high to low): part of the list above.
SMILES	AID2073	Siah-1 displacement	LYP inhibition
O=C(Nc1ccc(N2CCN(C(=O)c3ccccc3)CC2)cc1)c1cc([N+](=O)[O-])ccc1N1CCOCC1	6%	-6%	-4%
CC(=O)Nc1ccc(S(=O)(=O)Nc2ccc(Cl)cn2)cc1	4%	-1%	-10%
CCN(CC)CCNC(=O)COc1ccc(OC)cc1	-5%	7%	-7%

The list continues.
SMILES	AID2073	Siah-1 displacement	LYP inhibition
CC(=O)c1cccc(OCc2cc(C(=O)NC(C)Cc3cccnc3)no2)c1 (configuration not stated)	7%	-2%	-7%
COCCOC1CCN(C(=O)C2CCC(=O)N(CCc3cccc(F)c3)C2)CC1 (configuration not stated)	4%	6%	-11%
Cc1cc(C)cc(NC(=S)NC(=O)C2CC2)c1	-3%	16%	-7%
Cc1ccc(C(=O)N2CCN(Cc3ccccc3)CC2)o1	0%	-1%	-6%
COc1cc2c(cc1OC)CN(C(=O)CCOc1ccccc1)CC2	7%	-5%	-7%
O=C(CNC(=O)c1ccc(Cl)cc1)OCCCOC(=O)CNC(=O)c1ccc(Cl)cc1	4%	-2%	-10%
c1ccc(CCNc2cnccn2)cc1	15%	-4%	-8%
COc1ccc(CCN2CC(C(=O)NCc3nc(C)c(C)s3)CCC2=O)cc1 (configuration not stated)	9%	2%	-8%
O=C(O)c1ccccc1-c1ccccc1C(=O)NCc1ccccc1F	19%	-4%	-10%
Cc1ccc(S(=O)(=O)N2CCN(C(=O)N3CCOCC3)CC2)c(C)c1	28%	1%	-15%
CS(=O)(=O)c1ccc(-c2cccc(NC(=O)COc3ccc(Cl)cc3)c2)nn1	11%	-2%	2%
COc1ccc(C2C(C(=O)c3cccs3)=C(O)C(=O)N2CCN2CCOCC2)c(OC)c1 (configuration not stated)	5%	1%	-11%
Cc1ccc(CNC(=O)c2c(-c3ccccc3)noc2C)cc1	10%	0%	-6%
